# KDM5B inhibitor: inhibitors of human KDM5B histone demethylase | 220,000 compounds, 2.6% hits | Potency, µM (series often up to 57.7 µM), without a hit: at the top dose activity change, negative = inhibition, actives largely listed as inhibitors | Q9UGL1 | KDM5B demethylase, FDH-coupled NADH fluorescence (FDH is formaldehyde dehydrogenase); active = well fitted inhibition curve with a large enough effect; inconclusive = small, poorly fitted or top-dose-only effect; inactive = no such curve, though single readings can be large or run the other way; note: 0% is about no effect; nearly all actives have a fitted effect of over 70% in size
# Target sequence (Q9UGL1 whole entry, looked up): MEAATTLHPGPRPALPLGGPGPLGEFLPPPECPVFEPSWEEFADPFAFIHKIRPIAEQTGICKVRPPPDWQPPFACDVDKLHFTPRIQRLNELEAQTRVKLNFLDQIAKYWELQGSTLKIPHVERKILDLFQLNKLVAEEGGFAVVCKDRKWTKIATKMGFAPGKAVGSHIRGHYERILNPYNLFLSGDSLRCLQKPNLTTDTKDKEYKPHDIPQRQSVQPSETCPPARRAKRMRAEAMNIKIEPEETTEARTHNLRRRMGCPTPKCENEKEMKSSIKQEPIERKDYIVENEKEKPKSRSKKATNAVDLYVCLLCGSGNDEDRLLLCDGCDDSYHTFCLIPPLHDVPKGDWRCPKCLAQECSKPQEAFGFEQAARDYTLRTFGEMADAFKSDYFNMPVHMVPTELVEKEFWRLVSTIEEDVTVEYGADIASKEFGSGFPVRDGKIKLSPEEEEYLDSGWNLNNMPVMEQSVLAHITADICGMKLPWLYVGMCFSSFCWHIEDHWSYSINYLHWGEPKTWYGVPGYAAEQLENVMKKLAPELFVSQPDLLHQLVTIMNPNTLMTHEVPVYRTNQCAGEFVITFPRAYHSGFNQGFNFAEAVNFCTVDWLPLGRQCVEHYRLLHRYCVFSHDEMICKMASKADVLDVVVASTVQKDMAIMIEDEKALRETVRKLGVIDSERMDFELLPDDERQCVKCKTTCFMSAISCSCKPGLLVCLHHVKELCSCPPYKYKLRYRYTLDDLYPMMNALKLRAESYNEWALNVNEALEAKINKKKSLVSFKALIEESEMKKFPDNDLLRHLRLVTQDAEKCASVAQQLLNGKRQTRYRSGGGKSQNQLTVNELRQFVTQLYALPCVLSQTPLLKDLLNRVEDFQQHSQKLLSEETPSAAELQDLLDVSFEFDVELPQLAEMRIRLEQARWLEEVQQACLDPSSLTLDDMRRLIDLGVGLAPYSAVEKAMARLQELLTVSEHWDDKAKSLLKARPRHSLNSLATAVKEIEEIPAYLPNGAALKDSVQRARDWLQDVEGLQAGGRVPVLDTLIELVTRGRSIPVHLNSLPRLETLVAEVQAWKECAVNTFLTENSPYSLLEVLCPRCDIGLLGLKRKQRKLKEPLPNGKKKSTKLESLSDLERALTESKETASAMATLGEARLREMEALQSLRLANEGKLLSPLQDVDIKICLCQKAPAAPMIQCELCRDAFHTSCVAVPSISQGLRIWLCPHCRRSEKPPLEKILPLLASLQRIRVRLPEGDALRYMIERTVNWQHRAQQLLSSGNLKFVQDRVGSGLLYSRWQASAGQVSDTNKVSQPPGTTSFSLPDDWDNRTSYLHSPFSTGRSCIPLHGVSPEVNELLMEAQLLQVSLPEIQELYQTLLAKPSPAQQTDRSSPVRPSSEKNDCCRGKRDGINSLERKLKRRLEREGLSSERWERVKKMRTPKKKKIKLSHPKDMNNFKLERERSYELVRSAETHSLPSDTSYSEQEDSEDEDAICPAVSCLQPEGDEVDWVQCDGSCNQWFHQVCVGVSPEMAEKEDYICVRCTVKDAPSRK
#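 KDM5BΔAP (200 nM final) in 50 mM HEPES pH 7.5, 0.01% Tween-20 was preincubated 10 min at RT with compound over a concentration range. Substrate mix (H3K4me3 12.5 µM, α-KG 25 µM, Fe²⁺, ascorbate, NAD⁺, FDH) was added, and NADH fluorescence change over 30 min gave dose-response curves.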
# Numbers without * were called inactive; ? = inconclusive; & = joins results of further samples; [ ] = another dose, or the depositor's remark. Potency is the fitted concentration of half-maximal effect. Only part of the results is shown. The share of hits here may be higher or lower than overall.
KDM5B inhibitor	SMILES
?	Cc1ccc(CN(C(=O)COc2ccc([N+](=O)[O-])cc2)c2ccccn2)o1
6%[86.2 µM]	O=C(c1ccccc1F)N1CCn2c(nn(-c3ccncc3)c2=O)C1
-42%	CCN(CC(=O)Nc1ccc2c(c1)OCCO2)C(=O)c1ccc([N+](=O)[O-])s1
?	S=c1[nH]nc(-c2cc(-c3ccccc3)n[nH]2)n1/N=C/c1c(Cl)cccc1Cl
29%	COc1ccc(Cl)cc1S(=O)(=O)NC1CCc2n[nH]c(=O)n2CC1 (stereo not drawn)
4%[86.2 µM]	COCC(=O)N[C@H]1C[C@@H](c2nc(-c3ccncc3)no2)N(C)C1
9%	Cc1ccc(Nc2nc(NCCO)nc3c2cnn3C)cc1C
?	CC(c1ccc(-c2cc(N)ncn2)cc1)N1CCCCC1 (stereo not drawn)
-4%	CCOC(=O)c1cc(-c2csc(-c3ccc(C(F)(F)F)cc3)n2)on1
-11%	Cc1ccc(I)c(C)c1[N+](=O)[O-]
3%	CCc1ccccc1NC(=O)CCS(=O)(=O)c1ccc2c(c1)oc(=O)n2C
?	COc1ccccc1-c1cc(-c2c(C)noc2C)cc2c1C(=O)N(C)C2
?	CC(C)(C)c1ccc(Nc2ccc(C(C)(C)C)cc2)cc1
-9%	CCC(CC)c1nnc(NC(=O)CCc2c[nH]c3ccccc23)s1
?	CCOC(=O)Cn1c(=O)n(C2CCCCC2)c2nc(-c3c(F)cccc3Cl)nc(C(N)=O)c21
16%	Cc1csc(NC(=O)CSc2nc3ccccc3[nH]2)n1
24%	Cc1sc2ncn(CC(=O)N3CCN(c4ccccc4F)CC3)c(=O)c2c1S(=O)(=O)N1CCOCC1
-22%	COC(=O)C1=C(C)N=C2SC=C(CC(=O)NCc3cccc(F)c3)N2C1c1ccccc1OC (stereo not drawn)
-5%	O=C(CN1C(=O)NC2(CCOCC2)C1=O)NC1CCc2ccccc21 (stereo not drawn)
33%	CN(C)C[C@@H]1CN(C2CCOCC2)C[C@H]1N
299%[activator]	COc1cccc(-c2nc(C#N)c(N3CCN(C(=O)c4ccccc4OC)CC3)o2)c1
40µM*	COCCCNc1ncccc1-c1cc(-c2ccccc2)nc2c(C)noc12
?	COCCOCC1(CNCc2nccn2C)C[C@@H](O)[C@@H](O)C1 (stereo partly drawn)
-1%	COC(=O)c1ccc(COc2ccccc2OC)o1
-15%	Cn1nc(CC(=O)NCc2ccccc2CN2CCCC2)c2ccccc2c1=O
45%[activator]	Cc1ccc(C(=O)N(Cc2ccco2)C2CC2)cc1F
-12%	COCCC1(NS(=O)(=O)c2ccccc2)CCN(S(C)(=O)=O)CC1
?	CC(=O)c1c(C)[nH]c(-c2csc(NC(C)C)n2)c1C
40µM*	O=C(NCc1cccs1)c1nc(-c2ccc(F)cc2)c2cnccn12
-2%	O=[N+]([O-])c1ccc(-n2cc(-c3ccccc3)nn2)cc1
?	O=C(c1cc(F)ccc1F)N1CCCCC1c1nc(-c2cnccn2)n[nH]1 (stereo not drawn)
-12%	O=C(Cc1cccc2ccccc12)N(Cc1cccc2[nH]ccc12)C1CC1
?	COC(=O)N1CCn2cc(C(=O)Nc3ccc(Cl)cc3Cl)nc2C1
-6%	Cc1ccc(NC(=O)Cc2nnc(SCC(=O)NC3CCCC3)n2C)cc1C
2%	CC(C)(C)NC(=O)c1ccc(C(=O)NCC2CC2)cc1
?	CCS(=O)(=O)c1nc2ccccc2n1CC(=O)Nc1ccccc1C(=O)OC
?	CCCCN(CCCC)CC(O)Cn1cc(/C=C/C(=O)c2ccccc2)c2ccccc21 (stereo not drawn)
-14%[86.2 µM]	O=C(Nc1ccccc1)O[C@@H]1CO[C@H]2[C@@H]1OC[C@@H]2NC(=S)Nc1ccccc1
-19%	Cc1ccc2[nH]cc(C(c3ccccc3)c3ccc(Cl)s3)c2c1 (stereo not drawn)
-17%	CC1(c2ccccc2)N(Cc2ccccc2)C(=O)OC12CCN(C(=O)c1cccc(O)c1)CC2 (stereo not drawn)
?	CC1=C(C(=O)Nc2ccc(C)cc2C)C(c2ccccc2)n2ncc(C(=O)Nc3ccccc3)c2N1 (stereo not drawn)
25%[115 µM]	O=[S+]1([O-])NCC2(CCCN(Cc3c(F)cccc3Cl)C2)Oc2ncccc21 (stereo not drawn)
-11%	Cc1ccccc1NS(=O)(=O)c1ccc(C)c(C(=O)N(C)Cc2ccccc2)c1
-18%	Cc1nc(C)c(C(=O)N2CCC3(CC2)CCC(O)(CN(C)C)CC3)s1
1%	CSCCC(=O)NCc1ccc(C)s1
12%	O=C(Nc1ccccc1)N1CCC2(CCCCO2)CC1
-26%[86.2 µM]	CN1CCC(N2CC[C@@H](CO)N(C)c3cccnc3C2)CC1
?	Cc1cc(C(=O)N[C@@H]2C[C@H](Cn3cc(CN(C)C)nn3)[C@@H](O)[C@H]2O)c(C)o1
10%	CC(=O)c1ccc(OCc2ccc(C(N)=O)cc2)cc1
?	Cc1cc(C(=O)N2CCCC3(C2)Nc2cccnc2NC3=NCc2ccccc2)nn1C (stereo not drawn)
?	Oc1c(Br)cc(Br)cc1C=Nc1ccc(F)c(Cl)c1
?	COc1ccc(C(=O)n2nc(N)c3cc4ccc(C)cc4nc32)cc1OC
19%[86.2 µM]	Cc1nc2c(c(-c3ccc(O)cc3)n1)CN(C(=O)c1ccccc1)CC2
7%	Cc1c(C(=O)N2CCC(C)CC2)c(S(=O)(=O)NCc2ccc(Cl)cc2)c(C)n1C
10%	COc1ccc(NC(=O)c2cnc(SC)nc2-c2ccccc2)cc1OC
5%	CCc1noc(-c2cn(C3CCN(C(=O)c4cccc(N(C)C)c4)CC3)nn2)n1
?	Cc1ccc(CN2CC[C@@H]3[C@H]2C(=O)NC[C@H](CCC(=O)N2CCCC2)N3C)cc1
-9%	Cc1ccccc1CN1c2ccccc2-c2nc(SCC(=O)c3ccc(Cl)cc3)ncc2S1(=O)=O
-6%	CCc1ccc(-c2noc(CSc3nc4ccccc4o3)n2)cc1
8%	CC(=O)NCCNC(=O)CN(CC1CCOC1)C1CC1 (stereo not drawn)

# Pulled by structure from the entries so far (four):
KDM5B inhibitor	SMILES
5%	CCc1noc(-c2cn(C3CCN(C(=O)c4cccc(N(C)C)c4)CC3)nn2)n1
1%	CSCCC(=O)NCc1ccc(C)s1
7%	Cc1c(C(=O)N2CCC(C)CC2)c(S(=O)(=O)NCc2ccc(Cl)cc2)c(C)n1C
?	Cc1ccc(CN(C(=O)COc2ccc([N+](=O)[O-])cc2)c2ccccn2)o1

# Structures shown so far that contain an aryl methoxy group (7):
KDM5B inhibitor	SMILES
29%	COc1ccc(Cl)cc1S(=O)(=O)NC1CCc2n[nH]c(=O)n2CC1 (stereo not drawn)
?	COc1ccccc1-c1cc(-c2c(C)noc2C)cc2c1C(=O)N(C)C2
-22%	COC(=O)C1=C(C)N=C2SC=C(CC(=O)NCc3cccc(F)c3)N2C1c1ccccc1OC (stereo not drawn)
299%[activator]	COc1cccc(-c2nc(C#N)c(N3CCN(C(=O)c4ccccc4OC)CC3)o2)c1
-1%	COC(=O)c1ccc(COc2ccccc2OC)o1
?	COc1ccc(C(=O)n2nc(N)c3cc4ccc(C)cc4nc32)cc1OC
10%	COc1ccc(NC(=O)c2cnc(SC)nc2-c2ccccc2)cc1OC

# (continued)
KDM5B inhibitor	SMILES
-20%	CCOc1ccc(N(C(C)C(=O)Nc2ccccc2Oc2ccccc2)S(C)(=O)=O)cc1 (stereo not drawn)
-1%	O=C(NCC1(c2ccccc2)CC1)c1cccc(S(=O)(=O)N2CCOCC2)c1
?	COCC1CN(C)CC12CCN(C(=O)Cc1ccc(OC)cc1)CC2 (stereo not drawn)
8%	CC(Sc1nnc(C2CC2)n1C1CC1)C(=O)Nc1ccnn1C(C)C (stereo not drawn)
28%	CC(NC(=O)CC12CC3CC(CC(C3)C1)C2)c1ccccc1 (stereo not drawn)
8%	CN1CC2(CCN(C(=O)c3ccnn3C)CC2)CC1C(=O)N1CCOCC1 (stereo not drawn)
?	COc1ccccc1/C=C/C=N/n1c(-c2ccc(Cl)cc2Cl)n[nH]c1=S
10%[86.2 µM]	O=C(O)CCC(=O)NC[C@H]1Cn2c(-c3ccc(F)cc3)cnc2CO1
13%	CCC(C)NC(=O)Nc1ccc2c(c1)N(S(=O)(=O)CC)CC2 (stereo not drawn)
27%	Cc1nc(SCC(=O)NC(C)(C#N)C(C)C)n(C2CCCC2)c1C (stereo not drawn)
?	CC(C)n1cc2cc(C(=O)N3CCN(Cc4ccc5c(c4)OCO5)CC3)sc2c1
?	CCCc1nnc(NC(=O)c2nc(S(=O)(=O)Cc3ccc(C)cc3)ncc2Cl)s1
-5%	COc1ccc(-c2noc(-c3ccc(N4CCN(C)CC4)c([N+](=O)[O-])c3)n2)cc1
13%	COc1cccc(CNC(=O)CCC2CCN(C(=O)c3ccccc3)CC2)c1
9%	COc1ccc(NC(=O)CN2C(=O)COc3ccc(S(=O)(=O)N4CCCCC4)cc32)cc1OC
?	COc1ccc(-c2nc3c(c(=O)[nH]2)CCN(C(=O)c2cc(Cl)ccc2OC)C3)cc1
-12%	CCOc1ccc(-c2nc(COc3cccc4c3CCCC4O)cs2)cc1 (stereo not drawn)
?	CC[C@@]1(C(=O)O)C[C@H](C(=O)NCc2cccnc2)[C@H](c2ccc(F)cc2)N1C
-10%	O=C(CNc1ccccc1SC(F)F)N1CCNC1=O
9%	CC(C)Oc1ccc(C(CC(=O)O)NC(=O)Cc2ccccc2)cc1 (stereo not drawn)
-2%	O=C1CCC(C(=O)N2CCCCO2)CN1Cc1cccc(C(F)(F)F)c1 (stereo not drawn)
?	CC(=O)[C@@H]1SC(N)=C(C#N)[C@H]1c1cccs1
-14%	COC[C@@H]1CN(Cc2cccc(OC)n2)C[C@H]1C(N)=O
-11%	Cc1nn(C(C)C(=O)NC2CCC(C)CC2)c(=O)c2cc3sccc3n12 (stereo not drawn)
-13%	CCN(CC)S(=O)(=O)c1cc(C(=O)OCc2csc(-c3ccccc3)n2)ccc1Cl
19%	C=C(C)CN1CCC(CC(N)=O)CC1
?	CCCCOc1ccc(/C=C(/C#N)c2nc3ccccc3[nH]2)cc1OCC
16%	NC(=O)C1CCCN(c2nc(-c3ccncc3)nc3ccccc23)C1 (stereo not drawn)
-1%	COc1ccc(OC)c(CNC(=O)C2(C)CCCCC(=O)N2)c1 (stereo not drawn)
?	Cc1ccc(NC(=O)/C(C#N)=C/c2ccccc2Cl)cc1C
21%	Cc1cc(C)c(N(C(=O)c2csnn2)C(C(=O)NC2CCCC2)c2ccncc2)c(C)c1 (stereo not drawn)
-6%	Cc1cc2nc(CCNC(=O)[C@H]3CCC[C@@H](O)C3)[nH]c2cc1C
?	O=C1Cc2c(-c3ccccc3Oc3ccccc3)n[nH]c2CN1CCc1ccncc1
-6%	CN(C)[C@H]1CCCCN(CC2CCC(N)CC2)C1 (stereo partly drawn)
-3%	CCOc1ccc(C(=O)C(C)Sc2nnc3ccc(C(F)(F)F)cn23)cc1 (stereo not drawn)
?	COc1cccc(CC(=O)N2CCCC(CN3CCCC3)CC2)c1 (stereo not drawn)
-14%&11%[86.2 µM]	COc1ccccc1CN(C)C1CCc2ccccc21 (stereo not drawn)
13%	CC(=O)N1CCC(C(=O)N[C@H]2CCN3C(=O)N(c4cccc(C(F)(F)F)c4)C(=O)[C@@H]3C2)CC1
10%	Cc1noc(C)c1CS(=O)(=O)c1ccccc1Cl
?	COc1ccc(-c2cc3c(ccc4ccccc43)oc2=O)cc1
-16%[86.2 µM]	CC(C)C[C@@H](NC(=O)C1=C[C@@H](NC(=O)Cc2cccs2)[C@@H](O)[C@H](O)C1)C(N)=O
4%	O=C(NCCc1ccc(C(F)(F)F)cc1)c1ccccn1
?	O=C(CCN1CCc2ccccc2C(O)(c2ccccc2)C1)c1ccc2c(c1)OCCO2 (stereo not drawn)
4%	CN(C)[C@@H]1CN(C(=O)c2cccs2)CC[C@@H]1CO
28µM*	COCCN1CC2(CCCN(c3cc(C)c4ccccc4n3)C2)CCC1=O (stereo not drawn)
-10%	CCc1ccc(NC(=O)C2CCN(C(=O)N3CC(CC)Oc4ccccc43)CC2)cc1 (stereo not drawn)
51%	CSCC(=O)N1CCCC(CCc2cccc(F)c2)C1 (stereo not drawn)
8%	O=C(Nc1cccc(N2CCCC2=O)c1)c1nn(-c2ccccc2)c(=O)c2ccccc12

# Structures above that have a furan ring, fused or not:
KDM5B inhibitor	SMILES
?	Cc1ccc(CN(C(=O)COc2ccc([N+](=O)[O-])cc2)c2ccccn2)o1
-1%	COC(=O)c1ccc(COc2ccccc2OC)o1
45%[activator]	Cc1ccc(C(=O)N(Cc2ccco2)C2CC2)cc1F
?	Cc1cc(C(=O)N[C@@H]2C[C@H](Cn3cc(CN(C)C)nn3)[C@@H](O)[C@H]2O)c(C)o1

# Additional records follow.
KDM5B inhibitor	SMILES
16%&-2%	CCN(CC)S(=O)(=O)c1ccc(OC)c(NC(=O)c2sc3ccccc3c2Cl)c1
-21%	CNc1nccc(N2CCC(CC(=O)NCCN3CCOCC3)CC2)n1
?	COC(=O)c1ccc(C2C(c3ccccc3)=C(O)C(=O)N2c2ccc(Cl)cc2)cc1 (stereo not drawn)
10%	C=C(C)Cn1c(NCCCOCC)nc2c1c(=O)[nH]c(=O)n2C
-1%	CCC(C)c1ccc(OCc2ccc(C(=O)OC)o2)cc1 (stereo not drawn)
7%	O=C(Nc1c(-c2ccc(F)cc2)nc2sccn12)c1ccc(S(=O)(=O)N2CCOCC2)cc1
-16%	COc1ccc(C(=O)COC(=O)Cc2c(Cl)cccc2Cl)c(OC)c1
28µM*	CN(C)C[C@@H]1CN(c2ncccn2)C[C@H]1NC(=O)COc1ccc(Cl)cc1
-4%	N#Cc1cccc(C(=O)Nc2ccc([C@H]3OCC(=O)N(Cc4ccccc4)[C@@H]3CO)cc2)c1
